b-catenin transl: beta-catenin nuclear translocation modulation. 0.3% of 190,000 active. HeLa beta-catenin nuclear translocation, immunofluorescence imaging. nuclear translocation activity, % at 5 µM;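 active = nuclear translocation activity above 50% at 5 µM, with a well cell count of 50 or more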;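 also: per-cell ratio of nuclear to cytoplasmic median beta-catenin stain intensity; plate controls were DMSO negative control for no effect and GSK-3 inhibitor IX positive control for full effect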
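Test system: human HeLa cells, native beta-catenin. Compound dosing: 5 µM primary single dose, 0.1% DMSO, 0.02–20 µM confirmation series. Incubation: compound exposure 24 h at 37°C. Detection: beta-catenin immunostaining with DAPI counterstain, 20x imaging, 6 fields/well. Read-out basis: Nuclear/cytoplasmic beta-catenin signal ratio, % activation.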
Dynein transport: dynein cargo transport inhibition; z-score, hits read low; 0.47% of 220,000 active; 3617.4 mouse cells, GR-EGFP nuclear translocation imaging; test concentration mostly 20 µM; stimulated with dexamethasone, 1 µM; stronger effect = lower value;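 active = plate z-score of nuclear minus cytoplasmic receptor signal below a set negative limit, without overly bright fluorescence or cell loss, cut at about -3.5 in these data, passing the limit was not always enough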;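 also: z-score of nuclear minus cytoplasmic ring GR-EGFP intensity difference per well; some compounds called inactive have numbers as strong as hits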
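Also added – dexamethasone, 1.0 µM final · Buffer or medium – tet-free, stripped-serum medium · Schedule – induction 48 h, compound 1 h, agonist 30 min · Detection – formaldehyde fixation, Hoechst nuclear stain, 10x automated fluorescence imaging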
TNAP activation fold: stimulation of alkaline phosphatase TNAP activity – biochemical, luminescent, no phosphate acceptor, uHTS, primary screen (AID 1001). 0.03% of 200,000 active. activation fold at 20 µM, or EC50 in µM where a hit was titrated. purified TNAP, luminescent activation assay, no phosphate acceptor; higher activation fold means a stronger effect; in the data active = activation fold from about 3, or a potency from the dose series; inactive = the rest, 99 in 100 with activation fold below about 1.6; also: many of its hits are not listed in these tables
PMI inhibitors: inhibitors of human PMI, primary screen, biochemical, fluorescence intensity, coupled assay (AID 1209) | purified PMI enzyme, coupled fluorescence intensity; higher % means a stronger effect | inhibition, % at 20 µM, or IC50 in µM where a hit was titrated | 0.42% of 190,000 active; in the data active = inhibition above about 50%;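 also: plate controls were DMSO vehicle for no effect and wells lacking substrate for full effect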
T cell HTS: T cell immune modulators affecting CD8 T cell-vesicle binding; 0.068% of 330,000 active; 2C CD8+ T cell-vesicle binding, flow cytometry; stronger effect = lower value; calls only at 7 µM;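 active = response, share of CD8 T cells binding vesicles, and their 90th percentile fluorescence all below set limits, cut at about 80% in these data, passing the limit was not always enough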
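Assay system – 2C mouse CD8+ T cells · Also added – QL9-loaded Drosophila micro-vesicles · Timing – Cell–vesicle co-incubation 1.5 h at 37 °C, staining 20 min on ice · Signal – flow cytometry of vesicle-bound cells · Measure – percent CD8+ FL2 mean versus row control · Controls – Peptide-free naked vesicles (low) and QL9 vesicles with 0.7% DMSO vehicle (high)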
Insulin prom up: MIN6 insulin promoter up-regulation; MIN6 insulin promoter-GFP reporter, high-content imaging; stronger effect = higher value; 0.3% of 190,000 active; z-score at 5 µM;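 active = z-score above 3 at 5 µM with at least 500 cells counted in the well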
Lipid droplet: modulators of hepatic lipid droplet formation; AID 1656; AML12 mouse hepatocytes, oleate lipid droplets, BODIPY imaging; inhibition, % at 6.5 µM; 0.4% of 240,000 active;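 active = lipid droplet intensity inhibited by at least 50%, with more than 500 cells counted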
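Material – mouse AML12 hepatocyte cell line, fixed after treatment · Compound dosing – one dose, 6.5 µM compound · Times – compound with oleate, overnight · Measured by – Image-based BODIPY and DAPI two-channel analysis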
Myeloid diff MLP: myeloid differentiation induction. ER-HoxA9 myeloid progenitors, lysozyme-GFP differentiation, flow cytometry. calls only at 10 µM. 1% of 360,000 active;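 active = normalized GFP-positive differentiation at or above the plate's own cutoff, the solvent-only control mean plus 3 SD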;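 also: cells exposed to compound for four days before flow analysis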
MT stabilizer: stabilizes microtubules in HeLa cells | HeLa tubulin immunostaining HCS, 24 h; share of cells brighter than vehicle mean+2SD | % tubulin-high responders, % at 10 µM | 0.83% of 200,000 active | AID 2205;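 active = plate Z-score above 3 for both tubulin-high and condensed-nucleus cell shares, with cell loss under 80%, at 10 µM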;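 also: anti alpha tubulin signal scored within the nucleus-defined area of each cell; some results filed as inactive read as strong as hits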
Dynein transport cytoplasmic EGFP: also measured in Dynein transport; calls as there; z-score; measured here: cytoplasmic GR-EGFP intensity; stronger effect = higher value
Dynein transport nuclear GR-EGFP: recorded beside Dynein transport, whose call it bears; z-score; measured here: nuclear GR-EGFP intensity;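 lower value marks the stronger effect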
Dynein transport cell count: recorded beside Dynein transport, whose call it bears; z-score; measured here: cell count per field
Insulin prom up cell count: also measured in Insulin prom up; calls as there; cell count; measured here: cytotoxicity, nuclei count;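 total cells summed across four imaged fields per well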
Lipid droplet cells 6.5 µM: second read-out of Lipid droplet, no call of its own (marks repeat the call); cell count; measured here: cell count, cytotoxicity flag;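 cells counted across two imaged fields per well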
b-catenin transl cell count 5 µM: recorded beside b-catenin transl, whose call it bears; cell count; measured here: cell count, cytotoxicity flag
T cell HTS vesicle-bound %: further read-out of T cell HTS, marked with its call; double positive events, %; measured here: CD8+ vesicle-bound cell fraction;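 binding gate set so that unloaded-vesicle control wells show 10% double positive cells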
MT stabilizer Hoechst-high %: second read-out of MT stabilizer, no call of its own (marks repeat the call); % Hoechst-high responders; measured here: nuclear condensation Hoechst responders;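 share of cells brighter than vehicle mean plus two SD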
MT stabilizer cytotoxicity %: second read-out of MT stabilizer, no call of its own (marks repeat the call); toxicity, %; measured here: cytotoxicity by cell density;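 0% = mean cell density of plate MIN control wells and 100% = no cells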
Myeloid diff MLP GFP+ MAC1+ %: second read-out of Myeloid diff MLP, no call of its own (marks repeat the call); GFP+ MAC1+ double positive, %; measured here: differentiation confirmed by MAC1 staining
* marks the source's active call; other numbers are inactive results; i = inactive; / = no result given; + = active, no number.

SMILES	b-catenin transl	b-catenin transl cell count 5 µM	Dynein transport	Dynein transport cytoplasmic EGFP	Dynein transport nuclear GR-EGFP	Dynein transport cell count	TNAP activation fold	PMI inhibitors	T cell HTS	T cell HTS vesicle-bound %	Insulin prom up	Insulin prom up cell count	Lipid droplet	Lipid droplet cells 6.5 µM	Myeloid diff MLP	Myeloid diff MLP GFP+ MAC1+ %	MT stabilizer	MT stabilizer Hoechst-high %	MT stabilizer cytotoxicity %
Cc1ccc(N2C(=O)C3C=NNC3C2=O)cc1 (stereo not drawn)	-0.9	1479	-0.096	-0.3	0.18	-0.36	1	-6%	i	29	0.11	1495	0	678	i	0.7	2.8	2.0	11
Cc1csc(NC(=O)Cn2cnnn2)n1	/	/	-0.86	-0.21	-0.16	0.35	1	-10%	i	54	/	/	/	/	i	1.4	2.9	3.2	12
Cc1oc(-c2cc(F)ccc2F)nc1CN1CCN(C)C(=O)[C@@H]1C	0.3	1005	0.44	-0.12	0.1	-1	1.1	5%	i	65	/	/	-1	708	i	0.1	2.9	3.1	1.8
Cc1ccc2c(c1)cc(CN(Cc1ccc3c(c1)OCO3)S(=O)(=O)c1ccccc1)c1nnnn12	0.5	953	1.1	-0.1	0.19	0.66	1.1	12%	i	16	-3.8	900	/	/	i	0.9	3.6	17	18
Cc1cccc(Cc2nnc(CCC(=O)N(C)Cc3ccncc3C)o2)c1	1.5	988	0.39	-0.22	0.18	-0.58	0.9	0%	i	20	0.32	1483	-9	729	i	0.5	1.9	1.9	2.7
COC(=O)c1ccc2c(=O)sc(N3CCC(C(N)=O)CC3)nc2c1	-1.4	1075	-0.082	-0.11	0.28	0.14	1	-34%	i	18	-0.09	1925	0	659	i	2.8	1.0	0.3	28
COc1ccccc1N1C(=O)c2ccccc2NC1c1ccncc1 (stereo not drawn)	-1.4	1084	-0.33	-0.19	0.21	-0.15	1.1	4%	i	36	/	/	8	621	i	1.4	4.6	0.0	67
Cc1cc(C(=O)N2CCOCC2)ccc1[N+](=O)[O-]	-2.2	1029	0.66	-0.29	0.22	0.11	1	10%	i	50	0.36	1580	-1	732	i	0.6	2.7	1.8	1.2
COC(=O)CNC(=O)COc1ccccc1	-2.3	1217	-0.42	-0.21	-0.24	0.73	1.1	-2%	i	34	0.07	952	-3	715	+	3.9*	3.4	2.3	5.4
O=C1CN(C(=O)OCc2ccccc2)c2ccccc2N1	6.5	1189	0.76	-0.23	0.42	0.27	0.9	14%	i	48	0.09	1363	-1	768	i	0.3	2.5	1.6	5.2
O=C(NCCC1=CCCCC1)C(=O)NCC1OCCCN1S(=O)(=O)c1ccc(F)cc1 (stereo not drawn)	0.6	1049	-0.77	-0.24	-0.25	0.6	1	2%	i	59	-0.33	1279	-9	608	i	1.5	4.1	1.3	5.1
COc1ccccc1NC1=C(C)C(=O)CC1	-1.0	1016	-1.7	-0.27	-0.79	-0.099	1.1	9%	i	41	-0.89	1718	2	694	i	0.6	2.5	1.5	3.9
Cc1c(C(=O)N2CCN(c3ccccc3F)CC2)sc2ncn(CC(=O)N3CCOCC3)c(=O)c12	0.0	1314	-0.21	-0.2	0.067	0.55	1.1	-2%	i	21	0.23	1428	/	/	i	1.9	1.8	2.3	9.9
CN1CCN(C(=O)c2cc(-c3cccc(Cl)c3)on2)CC1	1.5	1370	1.2	-0.2	0.17	-0.13	1.1	-6%	i	59	-0.32	1494	/	/	i	1.1	3.3	3.3	12
CCn1c(C)cc(/C=C2/NC(=O)N(c3ccccc3)C2=O)c1C	-0.1	1527	-0.11	-0.28	0.26	0.67	1	-5%	i	56	-0.36	1341	9	628	i	0.2	4.5	2.7	11
CCC(=O)Oc1ccc2c(C)cc(=O)oc2c1C	/	/	0.39	-0.23	0.84	-0.027	1.1	15%	i	15	0.02	1356	14	718	i	0.7	2.7	1.8	2.7
CCOC(=O)N/N=C/c1cn(Cc2ccccc2Cl)c2ccccc12	-1.6	1004	0.49	-0.24	0.7	-0.62	1.1	-9%	i	30	0.16	1122	-21	672	i	0.2	2.0	1.4	3.7
Cc1cc2c(c(=O)n1C)C(C(C)C)C(C#N)=C(N)O2 (stereo not drawn)	-0.4	1125	-0.14	-0.21	0.42	0.95	1.1	3%	i	49	1.3	1967	4	644	i	0.8	3.1	1.8	12
CCOC(=O)c1c(C)[nH]c(C(=O)C(C)Cl)c1C (stereo not drawn)	1.1	1071	-0.44	-0.11	-0.47	0.41	1.3	-34%	i	39	0.24	1275	2	710	i	0.3	4.6	3.6	14
CC1(C)CC(=O)C2=C(C1)N(c1ccccc1)C(N)=C(C#N)C2c1ccccc1 (stereo not drawn)	-1.1	560	-0.49	0.12	-0.062	-0.2	1.1	-1%	i	29	/	/	-11	735	i	0.0	1.9	2.1	2.5
CC(=O)c1cccc(NS(=O)(=O)c2c(C)n[nH]c2C)c1	0.2	1199	-0.8	0.18	-0.41	0.88	1	6%	i	51	-0.09	1273	5	777	i	1.0	1.5	1.4	6.8
CCCc1nn(CCc2ccccn2)c(N)c1CC	-6.8	1190	-1	-0.21	-0.074	1.5	1.1	9%	i	50	/	/	-1	725	i	1.1	12	14	20
Cc1[nH]n(-c2ccccc2)c(=O)c1C(=O)c1ccccc1	-0.6	1381	-1.2	-0.23	0.14	0.86	/	/	i	5	-0.98	1040	3	690	i	0.9	/	/	/
O=C(CSc1cccc[n+]1[O-])Nc1cc2c(cc1Cl)C(=O)c1ccccc1C2=O	-3.9	550	0.81	-0.15	1.4	-1.2	1.1	-12%	i	47	0.37	1305	0	602	i	0.6	4.3	2.9	1.5
COC(=O)CCC(=O)OC1(C)C(=O)C=C2C=C(C3CC3)N(c3cccc(C#N)c3)C=C2C1=O (stereo not drawn)	-0.1	1174	-1.1	-0.72	-0.5	0.39	/	/	i	59	-0.03	1006	-3	694	i	2.1	/	/	/
COc1ccc(NC(=O)NCCN2CCN(c3cccc(Cl)c3)CC2)cc1	0.0	1100	0.44	-0.14	0.36	0.21	0.9	1%	i	24	/	/	-18	525	i	3.4	3.7	3.3	9.9
O=C(Nc1ccccn1)c1cc2ccccc2o1	-4.4	639	-0.17	-0.21	-0.37	0.65	1.1	-6%	i	12	/	/	0	686	i	6.6	2.8	2.0	6.7
C#CCNC(=O)C1=C[C@@H](c2ccc(Br)cc2)[C@H](CCCO)[C@@H](OCC)O1	-0.6	1160	-0.095	-0.31	0.23	0.29	1.1	5%	i	7	-0.45	1423	10	652	i	1.2	4.3	1.6	5.9
O=C(O)CSCc1ccc(Cl)cc1	-0.8	1036	-0.13	0.25	-0.17	0.054	1.1	6%	i	52	/	/	-20	680	i	2.0	3.9	1.6	7.2
COCCN(C(=O)CC(C)(C)C)c1nnc(-c2cccnc2)s1	-0.7	1135	-0.51	-0.23	-0.27	-0.14	1.1	6%	i	52	/	/	8	759	i	0.7	3.3	3.5	9.8
FC(F)(F)c1nnc(-c2ccccc2)nc1Oc1ccccc1	0.4	1031	-1.9	-0.0058	-0.41	-0.21	1.1	7%	i	32	0.15	1931	8	651	i	2.2	2.3	2.0	8.1
COc1ccc(C(=O)N2c3ccc(F)cc3CCC2C)cc1OC (stereo not drawn)	-0.7	1088	0.77	-0.046	0.61	-0.47	1.1	9%	i	58	-0.31	1265	-3	782	i	1.4	3.8	2.1	5.8
CCOC(=O)NCc1ccc2c(c1)OCO2	-1.4	821	3.9	-0.064	1.7	-1.9	1	3%	i	22	0.76	1133	/	/	i	0.5	3.2	1.6	2.6
Cn1c(=O)c2c(n(Cc3ccccc3)c1=O)NC(=O)C2CC(=O)N1CCc2ccccc2C1 (stereo not drawn)	2.4	1087	-0.47	-0.17	-0.029	0.36	1.2	-26%	/	/	1.2	1163	/	/	i	0.9	3.2	2.3	5.5
COc1ccc(-c2[nH]nc3oc(=O)cc(C)c23)cc1	7.5	987	0.29	0.081	0.44	-0.066	0.1	14%	i	51	0.71	1240	2	718	i	1.2	1.7	0.5	1.7

High-throughput results (PubChem BioAssay)

An unsorted share of the library; about 3% have a hit in one of these screens.
